FAK blocker = FAK kinase inhibitors, primary screen, biochemical; inhibition, %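 (tested at 7 µM)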; Focal adhesion kinase 1 (Homo sapiens), Q05397; AID 727, 2007; biochemical FAK kinase activity assay; hit rate 0.84% among 97,000; in the data active = inhibition above about 19%;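 note: 0% = DMSO and 100% = reference compound high control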
MT1-MMP txn act = MT1-MMP promoter reporter activation – cell-based, luciferase luminescence, primary screen | HT1080 MT1-MMP promoter luciferase reporter, overnight; stronger effect = higher value | activation factor at 10 µM | hit rate 0.16% among 86,000;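 active = activation factor of at least 2 for MT1-MMP transcription at 10 µM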
E coli WT exp = growth inhibitors of wild-type E. coli, primary screen, strain BW25113, expanded library, OD600; OD600 absorbance; growth inhibition, % at 100 µM; AID 710, 2007; hit rate 0.15% among 98,000;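 active = growth inhibition above about 50% at one test dose, limit read from the data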;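 note: growth measured after 20 h incubation at 37 °C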
PLAP act = PLAP enzyme activators, biochemical, luminescence, HTS; activation fold at 20 µM; hit rate 1.2% among 96,000; AID 696, 2007; purified PLAP enzyme, luminescent substrate read-out; stronger effect = higher value; in the data active = activation fold above about 2
Target sequence (P05187 whole entry, looked up): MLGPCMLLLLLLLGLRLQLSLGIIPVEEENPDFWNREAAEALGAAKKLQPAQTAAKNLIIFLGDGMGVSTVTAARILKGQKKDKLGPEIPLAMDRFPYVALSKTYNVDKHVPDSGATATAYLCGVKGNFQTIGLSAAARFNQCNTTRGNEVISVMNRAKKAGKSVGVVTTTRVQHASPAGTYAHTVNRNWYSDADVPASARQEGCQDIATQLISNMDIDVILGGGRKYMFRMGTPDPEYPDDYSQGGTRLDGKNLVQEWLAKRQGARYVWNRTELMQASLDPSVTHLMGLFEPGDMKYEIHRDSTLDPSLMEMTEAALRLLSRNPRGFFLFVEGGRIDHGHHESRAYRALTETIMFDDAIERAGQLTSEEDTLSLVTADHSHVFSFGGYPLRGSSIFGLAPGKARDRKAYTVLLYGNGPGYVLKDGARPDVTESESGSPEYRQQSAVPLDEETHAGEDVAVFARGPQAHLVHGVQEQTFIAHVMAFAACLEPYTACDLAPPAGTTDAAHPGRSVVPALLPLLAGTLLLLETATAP
ERb coact inh = inhibitors of ERβ-SRC1 coactivator interaction, primary screen, biochemical, TR-FRET, ERβ LBD, SRC-1 peptide. TR-FRET ER-beta LBD / SRC1-Cy5 peptide binding; receptor agonist-loaded with 1 µM estradiol. inhibition, % at 25.6 µM. hit rate 1.3% among 86,000;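 active = compounds whose percent inhibition of the receptor-coactivator binding signal exceeds about 50% in the single-dose screen, limit read from the data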;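 note: 0% = receptor plus peptide wells without compound and 100% = peptide-only wells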
Target sequence (Q92731 whole entry, looked up, the tested form may be a part): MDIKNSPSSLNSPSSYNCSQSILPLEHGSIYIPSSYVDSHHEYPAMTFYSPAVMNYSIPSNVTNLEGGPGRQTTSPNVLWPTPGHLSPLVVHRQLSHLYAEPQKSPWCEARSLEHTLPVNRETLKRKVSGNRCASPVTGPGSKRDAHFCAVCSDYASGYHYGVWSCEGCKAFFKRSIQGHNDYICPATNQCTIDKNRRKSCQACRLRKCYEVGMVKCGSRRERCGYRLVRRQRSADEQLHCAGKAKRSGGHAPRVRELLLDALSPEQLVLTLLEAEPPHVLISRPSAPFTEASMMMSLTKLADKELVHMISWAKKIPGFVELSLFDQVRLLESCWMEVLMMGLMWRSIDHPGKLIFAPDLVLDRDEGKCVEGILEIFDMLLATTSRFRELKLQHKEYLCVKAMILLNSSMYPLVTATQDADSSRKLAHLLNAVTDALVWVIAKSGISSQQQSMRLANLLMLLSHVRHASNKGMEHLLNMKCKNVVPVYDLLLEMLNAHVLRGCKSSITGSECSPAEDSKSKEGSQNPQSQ
ERa SRC1 inh = ERα–SRC-1 coactivator interaction inhibitors, primary screen, biochemical, TR-FRET, ERα LBD, estradiol-bound. TR-FRET ER-alpha LBD / SRC-1 peptide. AID 629, 2007. Estrogen receptor (Homo sapiens), P03372. inhibition, % at 25.6 µM. hit rate 1.7% among 86,000; in the data active = inhibition above about 50%;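 note: 0% = receptor plus peptide control and 100% = peptide only without receptor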
CD11b adhes enh = enhancers of CD11b/CD18 adhesion to fibrinogen, primary screen, K562 cells, luminescence. hit rate 0.07% among 93,000. AID 1499, 2009. ATPlite luminescence. Integrin beta-2 (Homo sapiens) + Integrin alpha-M (Homo sapiens), P05107+P11215. activation, % at 10 µM;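 active = 10 µM primary screen giving 50% or more activity, confirmed by 40% or more on retest at that dose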; note: strong numbers were not always called active; reference of the scale not given here
ERa SRC1 pot = enhancers of ERα–SRC-1 coactivator binding, primary screen, biochemical, TR-FRET, ERα LBD, low estradiol; Estrogen receptor (Homo sapiens), P03372; TR-FRET ERalpha-LBD/SRC-Cy5 coactivator binding, 2 h; 100 = basal binding, no effect; coactivator binding (% of control), % at 25.6 µM; hit rate 1.3% among 86,000; AID 639, 2007; in the data active = activity above about 200%;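 note: binding measured in presence of low estradiol as agonist stimulus; 0% = peptide alone without receptor and 100% = receptor with peptide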
Mac1 fbg inh = inhibitors of CD11b/CD18 adhesion to fibrinogen, primary screen, K562 cells, luminescence; ATPlite luminescence; Mn2+ added to activate the integrin; inhibition, % at 10 µM; hit rate 0.54% among 93,000; AID 1497, 2009;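 active = primary inhibition of 50% or more at 10 µM, then 40% or more on retest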; note: some results filed as inactive read as strong as hits
The depositor's hits bear a star; . = not tested or not shown; [ ] = remark or other dose. Hits appear at their usual frequency, and some 5.1% of all compounds hit somewhere here.

molecule	FAK blocker	ERa SRC1 pot	ERa SRC1 inh	Mac1 fbg inh	ERb coact inh	E coli WT exp	CD11b adhes enh	PLAP act	MT1-MMP txn act
COC(=O)c1ccc(NS(=O)(=O)c2ccc(OC)cc2)cc1	-18.7	106.5[fluorescence artefact?]	23.0[fluorescence artefact?]	-37.2	-0.9	9.0	-0.3	1	0.9
CCOC(=O)c1cc(C)n(CCc2ccccc2)c1C	8.4	107.2	-11.7	4.8	-7.3	6.0	8.4	0.8	1.3
Cc1nn(-c2ccccc2)c(CC(C)(C)C(=O)O)c1C(=O)O	-1.9	.	.	-52.8	.	-8.0	0.4	1	1.1
COc1cc(CCNC(=O)c2cnn3ccccc23)cc(OC)c1OC	-0.1	.	.	12.4	.	-11.0	1.3	0.9	.
CCN(CC)c1ccc(C2N(C(=O)N3CCOCC3)CCN2S(=O)(=O)c2ccc(C)cc2)cc1 (stereo unspecified)	1.8	103.4	3.8	-9.8	4.6	6.0	-3.7	1.7	1.3
Cc1ccc(Nc2nc(N)nc(CN3CCCCCC3)n2)cc1	-1.7	111.8	-2.0	-7.6	0.9	5.0	-1.6	1	1.1
Clc1ccc(-c2nnc(NC3=NCCCCC3)o2)cc1	1.2	114.1	1.7	-8.5	-5.7	1.0	0.5	1	0.2
Cc1oc(C)c(C(=O)Nc2ccc(CC(=O)O)cc2)c1C(=O)Nc1ccc(CC(=O)O)cc1	-0.2	95.9	-2.3	3.4	8.2	-4.0	1.0	1.2	1
O=C(Nc1nc2ccccc2n1CCOc1ccc(Cl)cc1)c1ccco1	4.8	112.0[fluorescence artefact?]	5.7	-4.0	8.0	1.0	-0.5	1.1	.
CN1C(=O)CC(P(=O)(c2ccccc2)c2ccccc2)N(C)C1=O (stereo unspecified)	.	101.3	-1.9	0.1	-1.6	1.0	-0.6	1.2	1.1
Cc1noc(NS(=O)(=O)c2ccc(NC(=O)CSc3nc4c(cc3C#N)CCC4)cc2)c1C	6.2	.	.	-3.3	.	5.0	1.4	1.3	1.1
O=C1Nc2ccccc2N=C(c2ccccc2)C1N1CCOCC1 (stereo unspecified)	3.5	109.0	1.2	-8.0	-6.2	3.0	2.2	1.7	1
O=C(NCc1ccccc1)c1ccccc1OCC(=O)N1CCCCC1	-0.7	.	.	-7.7	.	3.0	-3.1	0.8	.
CCC(C(=O)OC)n1cnc2c(nnn2-c2ccc(OC)cc2)c1=O (stereo unspecified)	1.3	95.1	-5.7	-9.1	-5.8	6.0	0.6	1	1.1
COc1nc(Nc2ccc(C(C)C)cc2)nc(OC)n1	2.1	101.9[fluorescence artefact?]	-5.9	.	7.5	.	.	.	1.5
O=C(COc1ccc(Br)cc1)N1CCC(c2ccccc2)C1 (stereo unspecified)	12.6	81.5	-2.1	.	-8.7	11.0	.	1.3	1.3
Cc1ccc(-n2[nH]c(C)c(/C=N/n3c(C)nc4ccccc4c3=O)c2=O)cc1	-2.2	110.8	-1.3	-9.0	85.1*	-6.0	-2.5	1.5	1
N#CC1=C(N)Oc2ccccc2C12C(=O)Nc1n[nH]c(-c3ccccc3)c12 (stereo unspecified)	0.8	117.9[fluorescence artefact?]	-26.0	-3.0	-21.5	9.0	-1.6	1	1
COc1ccc(N2CC(C(=O)Nc3ccc4c(c3)OCO4)CC2=O)cc1 (stereo unspecified)	0.9	115.4	3.0	-8.7	6.5[fluorescence artefact?]	-6.0	-1.8	0.9	1.2
CN(CCc1ccccn1)C(=O)CCNC(=O)Cn1cnc2ccccc2c1=O	-2.3	116.5	-6.5	.	-5.8	0.0	.	1.2	1

Following part
molecule	FAK blocker	ERa SRC1 pot	ERa SRC1 inh	Mac1 fbg inh	ERb coact inh	E coli WT exp	CD11b adhes enh	PLAP act	MT1-MMP txn act
COc1cc(OC)cc(C(=O)N2CCN(c3ccccc3F)CC2)c1	-6.5	105.4	-5.2	6.3	-14.8	-2.0	-2.7	1.1	1.1
COc1ccc(C(OC(=O)c2ccco2)C(=O)NC2CCCCC2)cc1 (stereo unspecified)	-0.5	102.1	-2.6	.	14.6[fluorescence artefact?]	.	.	.	1.1
CN1C(=O)C(CC(=O)Nc2ccc(F)cc2)N(CCCc2ccccc2)C1=S (stereo unspecified)	-0.8	.	.	10.5	.	9.0	-0.3	0.9	.
O=C(COc1ccc2ccccc2c1Br)N1CCN(c2ccccn2)CC1	-3.0	111.1	5.1	-3.3	-4.2	-15.0	-4.1	1.1	1.1
O=C(c1ccco1)N(Cc1ccco1)c1ccc(O)cc1	.	118.6	4.3	-5.9	2.6	11.0	4.0	0.8	1
Cc1ccc(C(=O)CN2CCC(NC(=O)C3CCCCC3)CC2)cc1	-2.4	604.7*[fluorescence artefact?]	6.9[fluorescence artefact?]	-3.4	1.4[fluorescence artefact?]	-6.0	0.9	1.8	1.1
COc1ccccc1-c1cc(-c2cc(Cl)ccc2O)n[nH]1	-0.1	118.1	-2.8	-10.9	3.1	-1.0	0.9	1.1	1.4
COc1ccc(NC(=O)c2nnn(Cc3cccc(F)c3)c2N)c(OC)c1	0.1	108.2	-0.7	6.3	-0.7	-5.0	-5.6	1.1	1.1
CC(C)OCCCNC(=O)c1ccc(NC(=O)C2CCCO2)cc1 (stereo unspecified)	-3.0	.	.	0.6	.	-7.0	0.3	1	1.1
Cc1ccc(-c2csc(/C(C#N)=C(\O)CN3CCN(C(=O)c4ccco4)CC3)n2)cc1	.	63.5[fluorescence artefact?]	27.1	3.7	43.5	7.0	4.7	1.5	1.1
Cc1cc(C)c(C#N)c(Oc2ccc(F)cc2)n1	-2.6	108.9	18.8	-3.2	21.5	2.0	1.0	1.1	1
Nc1nc(SCc2nc3scc(-c4cccs4)c3c(=O)[nH]2)n[nH]1	0.9	.	.	5.3	.	1.0	1.6	2.5*	1.1
C[C@@]12CC(=O)NC1N(C(=O)c1cccc(C(F)(F)F)c1)C(c1ccccc1OC(=O)c1cccc(C(F)(F)F)c1)C2 (stereo partly specified)	0.7	86.5	-2.8	7.1	-5.4	-1.0	-1.6	1.7	1.3
Cc1cc([N+](=O)[O-])nn1CC(=O)NNC(=S)Nc1ccc(Cl)cc1	-1.8	.	.	-11.6	.	0.0	-5.2	1.3	.
CCOc1ccc2[nH]c(=O)c(CN(Cc3ccco3)Cc3nnnn3Cc3ccccc3)cc2c1	-0.8	76.1	-3.3	-2.0	-6.8	2.0	-0.4	1.3	1.1
Cc1ccc(S(=O)(=O)c2c(C)cc(C)nc2Cl)cc1	-2.3	.	.	-20.8	.	9.0	-0.9	1.4	.
Cc1nn(-c2ccccc2)c(C)c1NC(=O)c1ccc(S(=O)(=O)N2CCCC2)cc1	1.0	104.0	-7.1	-0.3	-5.1	2.0	0.4	1.6	1.1
COc1ccccc1N(C(C)=O)C1SC(=O)N(c2ccccc2)C1=O (stereo unspecified)	0.7	99.3	-7.0[fluorescence artefact?]	.	-9.2	3.0	.	1.3	1.1
N#Cc1nc(-c2ccc(OCc3ccccc3)cc2)oc1N1CCOCC1	5.8	107.7	3.9	-24.7	-0.9	-7.0	2.5	1.2	1.2
CCOc1cc(C2C(C#N)=C(N)OC3CCCC(=O)C32)ccc1OCCN1CCOCC1 (stereo unspecified)	2.2	99.4	6.5	-4.8	5.9	1.0	-4.9	1.1	1.2

Single records, as listed above. Values in the order: FAK blocker	ERa SRC1 pot	ERa SRC1 inh	Mac1 fbg inh	ERb coact inh	E coli WT exp	CD11b adhes enh	PLAP act	MT1-MMP txn act
COc1cc(OC)cc(C(=O)N2CCN(c3ccccc3F)CC2)c1 as listed: -6.5	105.4	-5.2	6.3	-14.8	-2.0	-2.7	1.1	1.1
COc1ccccc1-c1cc(-c2cc(Cl)ccc2O)n[nH]1 as listed: -0.1	118.1	-2.8	-10.9	3.1	-1.0	0.9	1.1	1.4
C[C@@]12CC(=O)NC1N(C(=O)c1cccc(C(F)(F)F)c1)C(c1ccccc1OC(=O)c1cccc(C(F)(F)F)c1)C2 (stereo partly specified) as listed: 0.7	86.5	-2.8	7.1	-5.4	-1.0	-1.6	1.7	1.3
Cc1cc(C)c(C#N)c(Oc2ccc(F)cc2)n1 as listed: -2.6	108.9	18.8	-3.2	21.5	2.0	1.0	1.1	1
O=C(COc1ccc2ccccc2c1Br)N1CCN(c2ccccn2)CC1 as listed: -3.0	111.1	5.1	-3.3	-4.2	-15.0	-4.1	1.1	1.1

Next part.
molecule	FAK blocker	ERa SRC1 pot	ERa SRC1 inh	Mac1 fbg inh	ERb coact inh	E coli WT exp	CD11b adhes enh	PLAP act	MT1-MMP txn act
CN(C)c1nc(Oc2ccc(=O)n(-c3ccccc3)n2)nc(N2CCOCC2)n1	.	100.2	12.4	2.5	2.6	0.0	0.2	1.7	1.1
CCc1nc(SCC(=O)Nc2cc(C)on2)c2c(=O)n(C)c(=O)n(C)c2n1	-9.1	113.0	8.5	-38.4	-11.4[fluorescence artefact?]	-9.0	4.2	1	1
COc1cc(CNCCc2ccc(S(N)(=O)=O)cc2)ccc1OCC(=O)NC1CCCCC1	1.6	.	.	3.6	.	4.0	-5.0	1.3	.
COC(=O)c1ccc(N(CC(=O)NC2CCCC2)C(=O)CNC(=O)c2ccco2)cc1	-0.7	96.4	3.7[fluorescence artefact?]	-11.2	-7.8[fluorescence artefact?]	-1.0	-2.7	1.2	1
O=C(CSc1nc2ccccc2c(=O)n1Cc1ccc(C(=O)NC2CC2)cc1)NCc1ccco1	.	92.4	31.8	-38.5	18.0	-8.0	-2.6	1	1.2
O=C(Nc1cccc(C(F)(F)F)c1)C1CCN(S(=O)(=O)c2cnc[nH]2)CC1	.	107.3	8.3	23.6	9.2	5.0	-0.7	1.6	1.1
CC(C)CCNC(=O)c1cccc(Cl)c1	2.5	105.6	-23.1	1.1	-5.4[fluorescence artefact?]	5.0	5.9	0.9	1.2
Cc1cc(C)nc(N2CCC(C(=O)Nc3ccc4c(c3)CCC4)CC2)n1	3.0	114.6	3.5[fluorescence artefact?]	1.9	6.6[fluorescence artefact?]	-6.0	-0.8	1	1.1
O=C(NCc1ccc(F)cc1)c1cnc2n(c1=O)CCS2	1.3	115.7[fluorescence artefact?]	0.5[fluorescence artefact?]	-2.0	-2.2[fluorescence artefact?]	5.0	1.4	0.8	1
COc1ccc(-n2c(C(C)n3nc(C)c([N+](=O)[O-])c3C)n[nH]c2=S)cc1 (stereo unspecified)	-1.4	100.2	-12.2	.	-11.8	.	.	.	1
Clc1ccc(-c2nnc(-c3ccccc3)c(N3CCSCC3)n2)cc1	-0.8	.	.	1.8	.	-23.0	5.5	1	.
COc1cccc(NC(=O)Cn2c(=O)n(CC3CCCO3)c(=O)c3ccccc32)c1 (stereo unspecified)	1.5	104.4	-2.4	-2.2	4.1	0.0	0.3	1.8	1.1
COc1ccccc1OCCCCCNCCO	-5.5	123.1[fluorescence artefact?]	-5.2	-0.4	0.2	6.0	-4.7	1.5	1
CC(C)c1ccc(C(=O)CC2(O)C(=O)N(CN3CCOCC3)c3ccccc32)cc1 (stereo unspecified)	8.7	117.0	-3.1	3.9	-2.9	0.0	6.9	1	1.3
CCCCn1c(SCC(=O)NCc2ccco2)nc2c1c(=O)n(C)c(=O)n2C	-1.3	90.1	-6.2	.	-13.1	.	.	.	1.1
COc1cccc(-n2c(C)nc3cc(C(=O)O)ccc32)c1	-0.2	106.9	-4.0	-3.3	-3.5	-13.0	-0.5	1.4	1.2
